TAG inh – reduces triacylglycerol accumulation in H9c2 cells | Nile Red lipid (TAG) fluorescence; cells loaded with 200 µM oleic acid | inhibition, % at 12.5 µM | 0.66% of 230,000 active;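 active = pattern-corrected inhibition of lipid staining of at least 50% with the nuclear-stain viability signal not falling by more than 50%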;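 note: 0% = DMSO wells and 100% = triacsin C control wells; some results filed as inactive read as strong as hits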
TAG inh DAPI viability – second read-out of TAG inh, no call of its own (marks repeat the call); DAPI nuclei signal change (viability), lower = more cytotoxic, %;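 whole-well DAPI fluorescence read on a plate reader as a viability signal; minus 50 percent equals half of cells still viable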
Starred values were filed as active, the others as inactive. These rows are one share of the data; rates above refer to the full screens.

Cc1ccc(S(=O)(=O)NCc2ccncc2)cc1C(=O)NCC(C)C
  TAG inh = -22; TAG inh DAPI viability = 4
COc1ccccc1-n1c2c(cc(C(=O)N3CCC(C)CC3)c1=O)C(=O)CC(C)(C)C2
  TAG inh = 7; TAG inh DAPI viability = -3
Cc1ccc(C(=O)OCN2C(=O)c3ccccc3C2=O)cc1S(=O)(=O)N1CCOCC1
  TAG inh = -8; TAG inh DAPI viability = -10
CNC(=O)c1ccsc1NC(=O)C1CCCN1S(=O)(=O)c1cccs1 (stereo unspecified)
  TAG inh = -12; TAG inh DAPI viability = 0
O=C(NC1(O)C(=O)c2ccccc2C1=O)c1c(Cl)cccc1Cl
  TAG inh = -2; TAG inh DAPI viability = -1
O=C(Oc1ccc(Br)cc1)c1n[nH]c(=O)c2ccccc12
  TAG inh = 6; TAG inh DAPI viability = -6
CCOc1ccc(CCNC(=O)COC(=O)/C=C/c2ccco2)cc1OCC
  TAG inh = 15; TAG inh DAPI viability = 0
Cc1nnc(SCC(=O)c2ccccc2F)n1Cc1ccccc1
  TAG inh = 13; TAG inh DAPI viability = -9
COc1ccc(-c2onc(C)c2-c2cscn2)c(O)c1
  TAG inh = 2; TAG inh DAPI viability = -3
Cc1ccc(C2=N/C(=C\c3cccs3)C(=O)N2Nc2ccccc2)cc1
  TAG inh = 3; TAG inh DAPI viability = -13
Cc1nc(N(C)C)c2sc(=S)n(Cc3ccccc3)c2n1
  TAG inh = -15; TAG inh DAPI viability = 10
COc1ccc(OCC2CCNCC2)cc1
  TAG inh = 4; TAG inh DAPI viability = 2
c1nc(C2CCCCC2)cc2cc3c(cc12)OCO3
  TAG inh = -21; TAG inh DAPI viability = 6
CC(=O)c1sc(NC(=O)CCNC(=O)c2ccco2)nc1-c1ccccc1
  TAG inh = 7; TAG inh DAPI viability = -1
O=C(Nc1ccccc1)OCCCCOC(=O)Nc1ccccc1
  TAG inh = -16; TAG inh DAPI viability = 4
Cc1cc(C)cc(OCC(=O)NNC(=S)NC(=O)C2CC2)c1
  TAG inh = 5; TAG inh DAPI viability = 6
O=[N+]([O-])c1ccc(S(=O)(=O)Nc2ccc3c(c2)OCCO3)cc1
  TAG inh = -6; TAG inh DAPI viability = 2
CN(C(=O)C1Cc2c(-c3ccc(Cl)cc3)ccnc2O1)c1ccccc1 (stereo unspecified)
  TAG inh = -4; TAG inh DAPI viability = -13
COc1ccc(N=Nc2cc(C)ccc2O)cc1
  TAG inh = 12; TAG inh DAPI viability = 8
O=C(Nc1ccccc1F)c1ccc(CN2CCc3ccccc3C2)cc1
  TAG inh = -9; TAG inh DAPI viability = -10
CCCCCCc1cc2cc(C(=O)OCC)c(=O)oc2cc1O
  TAG inh = 1; TAG inh DAPI viability = 52
Cc1nn(CCC#N)c(NC(=O)c2ccccc2)c1P(=O)(Nc1ccc(Br)cc1)N1CCOCC1 (stereo unspecified)
  TAG inh = -6; TAG inh DAPI viability = -6
COCCSc1nnc(NC(=O)c2ccc(NC(=O)C(C)C)cc2)s1
  TAG inh = -8; TAG inh DAPI viability = -8
CCCOc1ccc(C(C)=O)cc1CC(C(N)=O)C(N)=O
  TAG inh = -10; TAG inh DAPI viability = -3
N/C(=N\OC(=O)COc1ccccc1)c1ccncc1
  TAG inh = -4; TAG inh DAPI viability = -3

Single records, from the list above. Screens in order: TAG inh | TAG inh DAPI viability
O=C(Oc1ccc(Br)cc1)c1n[nH]c(=O)c2ccccc12 is entered as 6 | -6
Cc1ccc(C2=N/C(=C\c3cccs3)C(=O)N2Nc2ccccc2)cc1 is entered as 3 | -13
Cc1nn(CCC#N)c(NC(=O)c2ccccc2)c1P(=O)(Nc1ccc(Br)cc1)N1CCOCC1 (stereo unspecified) is entered as -6 | -6

Later entries:
c1ccc(Nc2nc(NCCN3CCOCC3)nc(Nc3ccccc3)n2)cc1
  TAG inh = 47; TAG inh DAPI viability = -20
C#CCSc1nnc(-c2c[nH]c3ccccc23)n1C
  TAG inh = 14; TAG inh DAPI viability = -10
CCOC(=O)C1=C(COC(=O)c2ccccc2OC(F)F)NC(=O)NC1C (stereo unspecified)
  TAG inh = -12; TAG inh DAPI viability = -6
COc1ccc(N(CC(=O)NCCC2=CCCCC2)S(=O)(=O)c2ccccc2F)cc1
  TAG inh = -8; TAG inh DAPI viability = 8
CNc1nc(-c2ccc3c(c2)CCN3C(=O)c2cccc(F)c2)cs1
  TAG inh = 6; TAG inh DAPI viability = -5
CCN(CC)S(=O)(=O)c1ccc(Cl)nc1
  TAG inh = -33; TAG inh DAPI viability = 10
COc1ccc(C(=O)N2CCN(C3CCN(Cc4ccccc4)CC3)CC2)cc1OC
  TAG inh = 13; TAG inh DAPI viability = -4
COc1ccc(-c2cn[nH]c2C)cc1
  TAG inh = -2; TAG inh DAPI viability = 5
COc1ccc(-c2ccc(OC)c([C@H]3[C@@H]4C=CCC[C@@]4(C)C(=O)N3Cc3ccccc3)c2)cc1OC
  TAG inh = 5; TAG inh DAPI viability = 4
Nn1c(Nc2ccc(Cl)cc2)nncc1=O
  TAG inh = 5; TAG inh DAPI viability = -10
Cc1c(C(=O)NC(=S)Nc2ccc(NC(=O)c3cccs3)cc2)cccc1[N+](=O)[O-]
  TAG inh = 24; TAG inh DAPI viability = -5
CN(C)S(=O)(=O)c1ccc(C(=O)N2CCN=C2SCc2ccccc2)cc1
  TAG inh = 8; TAG inh DAPI viability = -10
CCOC(=O)c1ccc(NC(=O)CN2C(=O)NC3(CCCCCC3)C2=O)cc1
  TAG inh = 2; TAG inh DAPI viability = -5
Cc1onc(COc2ccccc2O)c1Br
  TAG inh = -10; TAG inh DAPI viability = -1
O=C(CCc1ccccc1)Nc1ccc(N2CCOCC2)c(Cl)c1
  TAG inh = 0; TAG inh DAPI viability = -3
COC(=O)C(CSCc1ccccc1)NC(=O)CCNC(=O)OCc1ccccc1 (stereo unspecified)
  TAG inh = -7; TAG inh DAPI viability = -12
COc1ccc(S(=O)(=O)N2CCCCCC2)cc1C(=O)NC1(C)CCS(=O)(=O)C1 (stereo unspecified)
  TAG inh = -3; TAG inh DAPI viability = 2
Cc1ccc(NC(=O)c2nc[nH]c2C(=O)NCCCCCCNC(=O)c2[nH]cnc2C(=O)Nc2ccc(C)cc2)cc1
  TAG inh = 109*; TAG inh DAPI viability = 0.4*
COc1ccccc1OCC(O)CNCc1ccc2c(c1)OCO2 (stereo unspecified)
  TAG inh = 5; TAG inh DAPI viability = -6
Fc1ccc(CN2CCN(C(=S)NCCc3ccccc3)CC2)c(Cl)c1
  TAG inh = 7; TAG inh DAPI viability = -12
CCN1C(=O)C2C(c3ccc(O)c(OC)c3)NC(C)(C(=O)OC)C2C1=O (stereo unspecified)
  TAG inh = 1; TAG inh DAPI viability = -2
CCOc1ccc(-c2nnc(-c3ccco3)o2)cc1OCC
  TAG inh = -9; TAG inh DAPI viability = 22
CC(C)N(CCNC(=O)c1cn(C)c2ccc(S(=O)(=O)N(C)C)cc2c1=O)Cc1ccccc1
  TAG inh = 34; TAG inh DAPI viability = -21
Cc1ccc(NC(=O)c2ccc(CSc3ccccn3)cc2)c(O)c1
  TAG inh = -5; TAG inh DAPI viability = -2
Cc1ccc(S(=O)(=O)NCc2ccc3[nH]c(C)cc3c2)cc1
  TAG inh = -6; TAG inh DAPI viability = 7

Following part:
Each structure is followed by: TAG inh | TAG inh DAPI viability
> Cn1c(OCc2cccnc2)nc2c1c(=O)n(Cc1ccc(Cl)cc1)c(=O)n2C
  17 | -10
> Cc1cnc(C(=O)OCC(=O)c2cc(C)n(C)c2C)cn1
  -2 | 6
> CN(C(=O)COC(=O)c1sc2ccccc2c1Cl)C1CCCCC1
  -2 | -3
> CC(=O)c1cccc(N(C(=O)CS(=O)CC(=O)Nc2ccc(F)cc2)C(C(=O)NC2CCCCC2)c2ccc(C)o2)c1 (stereo unspecified)
  1 | 4
> COC(=O)c1cn(NC(=O)Cc2cccc(C(F)(F)F)c2)c(=O)c2ccccc12
  -3 | 2
> COc1ccc(C(=O)/C=C/c2cc(C(=O)O)cc3c2OCOC3)c(O)c1
  4 | 9
> CCOc1cc(C(=O)Nc2cc(C)ccn2)cc(OCC)c1OCC
  19 | -2
> O=C1NC(Cc2ccccc2)c2nc3cc(F)ccc3c(=O)n2-c2ncccc21 (stereo unspecified)
  -1 | 3
> N#CC1C(=O)c2ccccc2C1c1ccccc1 (stereo unspecified)
  3 | 2
> CN(C)C(=O)c1ccc(NC(=O)c2cccnc2)cc1
  -13 | 2
> Cc1ccc(C)c(/C(O)=C2/C(=O)C(=O)N(CCN3CCOCC3)C2c2ccco2)c1 (stereo unspecified)
  3 | -8
> Nc1c(Cl)ncnc1NCC(O)CO (stereo unspecified)
  6 | 0
> CC(OC(=O)CCN1C(=O)C2CC=CCC2C1=O)C(=O)Nc1cccc(Cl)c1 (stereo unspecified)
  0 | 4
> CCOC(=O)N1CCN(c2c(NCCCN3CCCCCC3)c(=O)c2=O)CC1
  -8 | -7
> CCOc1ncccc1C(=O)Nc1cc(S(=O)(=O)N2CCCCC2)ccc1C
  0 | -4
> COc1cc(O)c(C(CC(=O)N2CCN(c3ccccc3)CC2)c2ccc3c(c2)OCO3)c(OC)c1 (stereo unspecified)
  -30 | 8
> Cc1c(N2C(=O)c3ccccc3C2=O)c(=O)n(-c2ccccc2)n1C
  3 | -5
> O=C(Cc1ccccc1)Nc1ccccc1C(=O)NCC1CCCO1 (stereo unspecified)
  12 | -4
> O=C(O)c1cc(-c2ccc(Cl)s2)[nH]n1
  -5 | 6
> O=C(CN1C(=O)c2ccccc2C1=O)N1CCN(c2ccccc2)CC1
  -23 | 2
> C(=N\n1cnnc1)/c1ccc(N2CCOCC2)s1
  5 | 3
> N#C/C(=C/c1ccc(-c2ccc(S(N)(=O)=O)cc2)o1)c1nc2ccccc2s1
  -47 | 13
> Cc1ccc([C@H]2C[C@@H](n3cc(COC(=O)c4ccccc4)nn3)[C@H](O)CN2C(=O)c2cccs2)cc1
  -20 | 8
> COCCOC(=O)c1nccnc1C(=O)Nc1ccc(S(=O)(=O)N2CCOCC2)cc1
  0 | 2
> O=C(CSc1nnnn1-c1ccc2c(c1)OCCO2)N1CCN(C(=O)c2ccco2)CC1
  -33 | 7
> CC1(C)Oc2ccc(C(=O)N3CCc4ccccc43)cc2N(CC(=O)N2CCCC2)C1=O
  15 | -8
> Cc1nc2ccc(NC3=NCCCCC3)cc2s1
  2 | 13
> COc1ccc(C(=O)NNC(=O)c2ccc(F)c(S(=O)(=O)N3CCOCC3)c2)cc1
  14 | -10
> C[C@@H]1CN([C@H](C)CO)C(=O)CCCn2cc(nn2)CO[C@H]1CN(C)S(=O)(=O)c1ccc2ccccc2c1
  1 | -3
> Cn1c2[n+](c3ccc(Cl)cc3c1=O)Cc1ccccc1-2
  8 | -7

7 consecutive entries already listed, quoted:
Each structure is followed by: TAG inh | TAG inh DAPI viability
> Cn1c(OCc2cccnc2)nc2c1c(=O)n(Cc1ccc(Cl)cc1)c(=O)n2C
  17 | -10
> Cc1cnc(C(=O)OCC(=O)c2cc(C)n(C)c2C)cn1
  -2 | 6
> CN(C(=O)COC(=O)c1sc2ccccc2c1Cl)C1CCCCC1
  -2 | -3
> CC(=O)c1cccc(N(C(=O)CS(=O)CC(=O)Nc2ccc(F)cc2)C(C(=O)NC2CCCCC2)c2ccc(C)o2)c1 (stereo unspecified)
  1 | 4
> COC(=O)c1cn(NC(=O)Cc2cccc(C(F)(F)F)c2)c(=O)c2ccccc12
  -3 | 2
> COc1ccc(C(=O)/C=C/c2cc(C(=O)O)cc3c2OCOC3)c(O)c1
  4 | 9
> CCOc1cc(C(=O)Nc2cc(C)ccn2)cc(OCC)c1OCC
  19 | -2

In a second layout: entries from further up
mol,TAG inh,TAG inh DAPI viability
COc1ccc(C(=O)/C=C/c2cc(C(=O)O)cc3c2OCOC3)c(O)c1,4,9
CCOc1cc(C(=O)Nc2cc(C)ccn2)cc(OCC)c1OCC,19,-2

The list continues:
Each structure is followed by: TAG inh | TAG inh DAPI viability
> Cc1ccc(OCC(=O)NC(=S)Nc2ccc(Br)cn2)cc1
  -24 | 7
> Cc1cc(Cl)c2oc(C(=O)N(C)C(C)c3ccccn3)c(C)c2c1 (stereo unspecified)
  -34 | 4
> CS(=O)(=O)c1ccccc1-c1nnc(NC(=O)c2ccc3ncsc3c2)o1
  -11 | -2
> COc1cc(C(=O)Nc2cnc(NC(=O)C(C)C)cc2C)cc(OC)c1OC
  13 | -10
> COc1ccc(CCC(=O)Nc2nc3ccccc3[nH]2)cc1
  11 | -5
> O=C(CSc1n[nH]c(-c2ccccc2Br)n1)NC(=O)NCc1ccco1
  15 | -3
> CC(=O)c1sc(NC(=O)C2CC(=O)N(Cc3ccccc3)C2)nc1-c1ccccc1 (stereo unspecified)
  7 | -7
> COc1ccc(Cn2c(CCC(=O)Nc3ccccc3)nc3cccnc32)cc1
  -7 | 5
> CC(NC(=O)COC(=O)C1CC2CCCC(C1)C2=O)c1ccccc1 (stereo unspecified)
  5 | 1
> CN(CCCN1CCCCC1)C(=O)CCc1nnc(C2CCCCC2)o1
  8 | -13
> CCOc1ccc(-c2cc(C(=O)Nc3ccc(F)cc3)[nH]n2)c(C)c1
  -10 | 5
> CCOC(=O)C(C)Sc1nc(N)c(NC(=O)c2ccc(OC)c(OC)c2)c(=O)[nH]1 (stereo unspecified)
  12 | 2

Screening data: PubChem BioAssay, Sanford-Burnham Center for Chemical Genomics
